Screening results from PubChem.
VCAM1 TNFa inh: reduces TNF alpha induced VCAM1 expression in HUVEC | HUVEC TNFa-induced VCAM-1 immunofluorescence, high-content imaging | inhibition, % at 2 µM | hit rate 0.48% among 95,000;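 active = inhibition above the batch mean plus 3 SD, with images confirmed as a hit by eye, cut at about 37% in these data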;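 note: 0% = TNF-stimulated DMSO wells and 100% = unstimulated control wells; not every result past the cut was called active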
H69AR inhibit: growth inhibitors of human H69AR lung tumor cells | H69AR lung tumor viability, ATP luminescence, 72 h; hits give low values | viability, % at 10 µM | hit rate 6% among 85,000 | AID 598;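 active = viability at or below 40%; inactive = viability above 40%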;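 note: multidrug resistant small cell line overexpressing MRP-1 efflux transporter; 100% = mean luminescence of untreated control wells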
HUVEC prolif 384: human endothelial cell proliferation inhibition; viability, % at 10 µM (by protocol); hit rate 1.1% among 86,000; HUVEC proliferation, CellTiter-Glo luminescence, 72 h; hits give low values;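 active = viability at or below 30%; inactive = viability above 30%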;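 note: 100% = median luminescence of DMSO-only cell control wells on each plate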
Smad3 inh: inhibitors of human Smad3 transcription factor binding. P84022. TR-FRET Smad3/Dy647-FoxH1 peptide binding, europium anti-His. inhibition, % at 25 µM. hit rate 0.29% among 88,000. AID 630;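 active = compounds that reduce the energy-transfer binding signal between the protein and its labelled peptide by more than half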;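 note: 0% = Smad3 plus labelled peptide maximal FRET and 100% = peptide-only background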
Target sequence (P84022 whole entry, looked up): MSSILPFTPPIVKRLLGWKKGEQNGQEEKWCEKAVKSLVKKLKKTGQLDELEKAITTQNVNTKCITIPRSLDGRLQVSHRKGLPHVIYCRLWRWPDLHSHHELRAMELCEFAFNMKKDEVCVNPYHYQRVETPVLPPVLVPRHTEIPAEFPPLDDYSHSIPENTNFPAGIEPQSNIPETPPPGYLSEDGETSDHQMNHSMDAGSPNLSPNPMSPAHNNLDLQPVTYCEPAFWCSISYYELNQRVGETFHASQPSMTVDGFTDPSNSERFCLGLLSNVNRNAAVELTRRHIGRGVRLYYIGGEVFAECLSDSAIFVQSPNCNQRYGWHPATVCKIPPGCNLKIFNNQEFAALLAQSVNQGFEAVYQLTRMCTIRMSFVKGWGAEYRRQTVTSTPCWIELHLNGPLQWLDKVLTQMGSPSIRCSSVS
F-actin modifier: cytoskeleton assembly modification | inhibition, % at 2 µM | HUVEC TNFa F-actin phalloidin imaging, high content | hit rate 0.18% among 91,000 | AID 836;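 active = inhibition above the batch mean plus 3 SD and confirmed as a hit by visual image inspection, cut at about 30% in these data, passing the limit was not always enough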; note: strong numbers were not always called active
PTK2B oligo ant: blocks oligomerization of human Pyk2 in cells; z-score (the deposit names both 25 µM and 10 µM); Q293 cells, Pyk2 FERM NanoBiT luminescence; hits give low values; Q14289; hit rate 0.83% among 99,000;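 active = Z-score of -3 or lower, scaled per plate to the spread of control and sample wells; inactive = z-score above -3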;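 note: negative z-score means lost luminescence so less FERM oligomerization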
Lung fibro prol: blocks proliferation of human lung fibroblasts. viability, % at 10 µM. hit rate 1.1% among 85,000. LL 47 human lung fibroblast viability, ATP luminescence; hits give low values;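 active = viability at or below 50% in the single dose screen; inactive = viability above 50%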;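 note: compound exposure lasted 72 h before the ATP readout; 100% = median luminescence of untreated cell-only wells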
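Material: Human LL 47 lung fibroblast cells | Input: 1,150 cells/well | Buffer or medium: IMEM plus 15% FBS | Compound dosing: 0.1% DMSO in all compound wells | Times: Overnight cell rest, 72 h compound treatment at 37 °C | Signal: CellTiter-Glo luminescence measuring cellular ATP | Measure: % viability versus median cells-only luminescence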
IL1B cytotox: HUVEC cytotoxicity counter-screen, IL-1B stimulated; HUVEC cell count loss, Hoechst imaging; cell count reduction, % at 2 µM; hit rate 0.41% among 94,000; AID 845;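 active = cell count reduction more than 3 SD above the screen-wide mean, cut at about 70% in these data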;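 note: normalized per plate to untreated control cells as the no-loss baseline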
TNFa cytotox: toxic to HUVEC cells under TNF alpha stimulation; HUVEC TNFalpha-stimulated, Hoechst cell count, imaging; cell count reduction, % at 2 µM; hit rate 0.17% among 93,000;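 active = cell count reduction exceeding the screen mean by over 5 SD, scaled to untreated wells per plate, cut at about 78% in these data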;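 note: cells counted after 24 h of TNF alpha exposure following the 1 h pretreatment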
* hit, by the source's call; . = not tested or not shown; & = joins results of further samples; [ ] = dose if it differs, or a comment. Not all compounds are listed; rates above refer to the full screens.

SMILES	VCAM1 TNFa inh	H69AR inhibit	HUVEC prolif 384	Smad3 inh	F-actin modifier	PTK2B oligo ant	Lung fibro prol	IL1B cytotox	TNFa cytotox
CCOC(=O)N1CCN(C(=O)C(CC)n2nc(C)c3sc4ccccc4c3c2=O)CC1 (stereo not drawn)	-3	75	101	-2	8	-0.36	103	3	-20
COC(=O)c1cc(-c2c[nH]c3ccccc23)n[nH]1	13	51	91	-1	6	-0.43	.	-3	-9
CCn1cnc2c1c(=O)n(Cc1csc(-c3ccccc3)n1)c(=O)n2Cc1ccccc1	11	42	94	0	17	-1.6	93	-55	-32
CC1CCN(S(=O)(=O)c2ccc3[nH]cc(C(=O)NCCN4CCOCC4)c(=O)c3c2)CC1	12	101	125	13	19	0.27	93	-2	-52
O=C(Cc1ncc(C(F)(F)F)cc1Cl)Nc1ccc(F)cc1	10	.	.	.	26	1.2	.	5	-26
CCC1(C)OCC(Cn2c3ccccc3c3ccccc32)O1 (stereo not drawn)	-17	25*	65	3[fluorescence artefact?]	-6	.	86	-21	-19
CCOC(=O)CCNC(=O)CNC(=O)OCc1ccccc1	0	91	97	3	.	0.05	93	-74	-12
COc1cc(Nc2nc(-c3ccccc3)c3cc(C)ccc3n2)cc(OC)c1OC	11	.	.	.	0	-1.8	.	-30	-8
Cc1ccc(-c2nn(C)c(=O)c3ccccc23)cc1CNC(=O)Cn1nc(-c2ccccc2)c2ccccc2c1=O	-6	1.6*	86	26[fluorescence artefact?]	-6	.	99	-7	6
COc1cccc(C(=O)N2CCN(C(=O)c3cccc(F)c3)CC2)c1	17	99	91	-4	-16	0	104	-122	0
CCn1c(N2CCN(CC(=O)c3c[nH]c4ccccc34)CC2)nc2c1c(=O)[nH]c(=O)n2C	10	70	89	0	-24	1.3	86	9	-43
CCSc1nnc(Nc2ccc(C)cc2)s1	-2	94	97	-8	1	-1.4	99	-3	-8
Nc1nc(-c2cccs2)cs1	10	71	84	4&5	7	0.09	95	-2	-15
Cc1cc(Cl)c(S(=O)(=O)NC(C(=O)O)c2ccccc2)cc1OCC(N)=O (stereo not drawn)	25	97	92	11[fluorescence artefact?]	0	0.84	90	33	3
c1ccc(-c2nc3nonc3c3nc4ccccc4n23)cc1	.	97	94	4	.	0.58	100	.	.
CC1CCCN(C(=O)C(Cc2ccccc2)n2cccc2)C1 (stereo not drawn)	13	85	94	-5	-15	.	100	-31	6
COc1ccc(OC)c(C2/C(=C(/O)c3ccc(C)cc3)C(=O)C(=O)N2Cc2ccco2)c1 (stereo not drawn)	.	94	85	-1	.	.	108	.	.
Cc1nn(C)c(C)c1C1Nc2ccccc2C(=O)N1O (stereo not drawn)	5	97	98	12	0	0.05	97	-4	-6
Cc1cccc2sc(NC(=O)CSCc3ccccc3)nc12	-1	92	78	1	9	-0.4	107	-19	-24
Cc1cccc(N2CCN(C(=O)c3cccn4c(=O)c5c(C)c(C)sc5nc34)CC2)c1C	2	95	54	-8	.	0.43	105	-12	-17
O=C(CN1CCOCC1)Nc1ncccn1	17	90	111	-3	2	0.07	111	24	26
COc1ccc(Cl)cc1NC(=O)CSc1nnc(Cc2cccn2C)n1-c1ccc(F)cc1	.	97	63	-9	.	.	78	.	.
CCOC(=O)c1ccc2ncc(C(=O)OCC)c(NCCN(C)C)c2c1	13	64	81	9	-4	.	96	18	-4
Cc1oc(/N=C/c2ccc3c(c2)OCO3)c(C#N)c1C	-8	60	92	5	-6	-0.39	92	-12	-22
COc1ccc2c(c1)OC13CCN(C)CC1C2C(C(=O)c1ccc(F)cc1)C(=O)N3 (stereo not drawn)	.	77	94	-6	.	.	87	.	.
Cc1noc(C)c1CSc1ncnc2ccccc12	-16	86	93	14[fluorescence artefact?]	-1	-0.23	96	25	23
Cc1cc(NC(=O)C2C3C(=O)N(CC4CCCO4)C(C(=O)NCc4ccccc4)C34C=CC2(C)O4)no1 (stereo not drawn)	11	91	89	13	6	-0.41	102	3	-16
Cc1cc(N2CCCC2)n2nc(C)nc2n1	.	90	101	8	.	.	98	.	.
Cc1cccc(C)c1NC(=O)Cn1c(=O)n(CCC(=O)NCc2ccco2)c(=O)c2sccc21	9	.	.	.	-11	0.27	.	-6	12
CCOCN(C(=O)Cn1c(C(C)O)nc2ccccc21)c1c(C)cccc1CC (stereo not drawn)	7	63	84	12	0	-0.15	96	-39	.
Cc1ccc2nc(Cl)c(CN(C(=O)c3cnccn3)C3CCCCC3)cc2c1	13	.	.	.	25	-1.7	.	-31	-21
Cc1cc2ccccc2c(=O)n1CC(=O)NCC(=O)N(C)C1CCCCC1	5	103	91	-10	-11	-0.23	104	-51	-2
COc1ccc(CC(NC(C)=O)C(=O)N2CCN(C(=O)Nc3cccc(Cl)c3)CC2)cc1OC (stereo not drawn)	-11	92	97	10	0	-0.42	100	13	-31
CN1CCOc2cc(S(=O)(=O)Nc3ccc(F)cc3)ccc21	4	94	118	1	-10	-0.37	95	.	-4
COc1cccc(NC(=O)CSc2nc3ccccc3c(=O)n2CCCC(=O)N2CCCC2)c1	-6	77	100	7	19	-0.67	101	-40	-35
O=C(c1ccc(S(=O)(=O)N2CCC(c3nc4ccccc4s3)CC2)cc1)N1CCOCC1	.	46	99	0	.	0.19	86	.	.
COCCCNC(=O)CCC(=O)Nc1ccc2nc(N3CCOCC3)cc(C)c2c1	13	88	91	9	36	2.3	98	20	-21
COc1ccc(C(=O)Cn2nnc(-c3cccs3)n2)cc1	14	95	109	-18	-16	0.55	111	6	-14
COC(=O)c1cccnc1-n1c(=O)c2cccnc2n(Cc2cccc(OC)c2)c1=O	12	86	93	-3	2	.	87	-8	-8
CC(=O)c1ccc(NC(=O)CSCC(=O)Nc2ccc3ccccc3c2)cc1	16	91	92	1	10	-0.21	101	-117	-20

5 neighbouring entries already listed:
SMILES	VCAM1 TNFa inh	H69AR inhibit	HUVEC prolif 384	Smad3 inh	F-actin modifier	PTK2B oligo ant	Lung fibro prol	IL1B cytotox	TNFa cytotox
O=C(c1ccc(S(=O)(=O)N2CCC(c3nc4ccccc4s3)CC2)cc1)N1CCOCC1	.	46	99	0	.	0.19	86	.	.
COCCCNC(=O)CCC(=O)Nc1ccc2nc(N3CCOCC3)cc(C)c2c1	13	88	91	9	36	2.3	98	20	-21
COc1ccc(C(=O)Cn2nnc(-c3cccs3)n2)cc1	14	95	109	-18	-16	0.55	111	6	-14
COC(=O)c1cccnc1-n1c(=O)c2cccnc2n(Cc2cccc(OC)c2)c1=O	12	86	93	-3	2	.	87	-8	-8
CC(=O)c1ccc(NC(=O)CSCC(=O)Nc2ccc3ccccc3c2)cc1	16	91	92	1	10	-0.21	101	-117	-20

Carrying on:
SMILES	VCAM1 TNFa inh	H69AR inhibit	HUVEC prolif 384	Smad3 inh	F-actin modifier	PTK2B oligo ant	Lung fibro prol	IL1B cytotox	TNFa cytotox
O=C(O)CC(NC(=O)OCc1ccccc1)c1ccc(Br)cc1 (stereo not drawn)	1	100	102	-5	26	1	100	-38	-18
Cc1cc(NC(=O)CCN2C(=O)C3C4CCC(C4)C3C2=O)c(C)cc1Br (stereo not drawn)	6	.	.	.	13	-0.05	.	8	28
CCOC(=O)c1sc(NC(=O)C2CCCO2)c(C(=O)OCC)c1C (stereo not drawn)	.	90	99	-4	.	.	103	.	.
Clc1ccc(CSc2nnc(-c3sccc3-n3cccc3)o2)cc1	24	.	.	.	-18	-3.2*	.	-16	10
COc1ccc(NC(=O)COC(=O)c2ccc(Br)o2)cc1OC	.	85	98	8	.	0.45	101	.	.
CCc1nccn1S(=O)(=O)c1ccc(OC)c(OC)c1	25	86	95	-3	-5	.	104	2	-18
COc1cccc(/C=N/NC(=O)c2cc(-c3cccn3C)n[nH]2)c1	9	.	.	.	16	1.2	.	-32	-11
CS(=O)(=O)N1CCN(Cc2ccccc2C(F)(F)F)CC1	13	98	88	7	-3	-0.02	92	6	-20
CCOC(=O)c1c(C)[nH]c(C(=O)C(C)OC(=O)c2oc3ccccc3c2COC)c1C (stereo not drawn)	-2	80	69	7	-12	0.25	100	33	-19
Cc1[nH]c2ccccc2c1Cc1nnc(SCC(=O)NCc2ccco2)o1	.	92	85	1	.	.	94	.	.
Cc1ccc(NC2CC(=O)N(Cc3ccccc3)C2=O)cc1 (stereo not drawn)	8	87	93	-9	-4	0.47	97	-18	-7
C#CCn1c(S(=O)(=O)Cc2ccc(OC)cc2)nc(-c2ccccc2)c1-c1ccccc1	-9	.	.	.	-20	-3*	.	-14	5
CCCCCCC(=O)N(O)C1CC(=O)N(c2ccc(Br)cc2)C1=O (stereo not drawn)	10	33*	82	14	42	0.12	81	12	-31
COc1cccc(CNC(=O)C2CCCN(c3nn4c(=O)cc(C)nc4s3)C2)c1OC (stereo not drawn)	-2	76	88	0	7	1.1	103	12	-13
COCCCNC(=O)CCn1c(=O)c2ccccc2n(CC(=O)Nc2ccccc2C)c1=O	-3	100	97	3	10	-0.08	97	15	3
CCOc1ccc2nc(NC(=O)CS(=O)(=O)c3ccccc3)sc2c1	-6	74	85	-13	-1	0.43	101	-8	4
O=C1c2ccc3c4c(ccc(c24)C(=O)N1Cc1cccnc1)C(=O)N(Cc1cccnc1)C3=O	14	.	.	.	-3	.	.	-20	-3
O=c1c2c(nc3nc(Cc4ccccc4)[nH]n13)CCC2	-2	93	84	-8	5	0.49	89	26	7
Oc1csc(Cc2nc(-c3ccc(-c4ccccc4)cc3)cs2)n1	25	.	.	.	-10	-0.1	.	-26	-5
Cc1cc(C)cc(NC(=O)CN2CCN(c3ncccn3)CC2)c1	-1	98	100	3	.	0.87	98	-2	-19
Cc1cccn2c(=O)c(C=Nc3ccc(Cl)cc3)c(NCCO)nc12	-17	83	78	9	-1	0.77	100	-31	-8
CC1(C)CC(=O)C(C=NCCN2CCN(C(=O)NC34CC5CC(CC(C5)C3)C4)CC2)=C(O)C1	.	92	101	-5	.	-0.74	94	.	.
COCc1cc(C)n(CC(=O)Nc2ccc(Cl)cc2Cl)c(=O)c1C#N	-10	.	.	.	15	-0.93	.	-2	-8
O=C(NC1CCCCCC1)c1ccc2c(=O)n3c(nc2c1)CCCCC3	1	47	105	-6	-6	0.56	97	-75	1
O=c1cc(N2CCc3ccccc32)[nH]c(=O)n1-c1ccc(Br)cc1	17	95	97	0	-5	.	96	-10	-19
Cc1cc(-c2nnc(SCc3ccccn3)o2)no1	-8	92	100	-6	30	0.98	103	10	-25
COc1ccc(/C=N/NC(=O)c2ccoc2C)cc1COc1c(C)cccc1C	4	.	.	.	5	-2	.	-9	-6
O=C(NCCCN1CCOCC1)C1(c2ccccc2)CCCC1	25	97	92	4	5	0.7	89	-22	-23
O=C(CN1CCN(C(=O)c2ccccc2)CC1)Nc1ccc(Br)cn1	-2	86	105	-16[fluorescence artefact?]	-9	-0.29	107	-12	-7
COc1cc(C)nc(OCCNS(=O)(=O)c2cc(C)ccc2C)n1	-28	85	100	-7	19	0.12	101	40	-9
NCC/C=C1/c2ccccc2CSc2ccccc21	36	80	94	3	18	-0.59	78	-38	1
Cc1onc(-c2c(Cl)cccc2Cl)c1C(=O)NCC1CCCO1 (stereo not drawn)	14	92	94	-4	9	0.17	100	1	-20
O=C(Cn1nnc(-c2ccccc2F)n1)NCCc1ccccc1	0	89	104	6	2	.	95	-5	21
Cc1cc(/C=C(\C#N)C(=O)NCc2ccco2)c(C)n1C1CCCC1	18	79	124	-10	0	-0.41	100	-5	-9
COC(=O)c1c(NS(=O)(=O)Cc2ccccc2)sc2c1CCCC2	4	77	92	-11	-11	-0.59	98	2	-22
